Tat transport = blocks Tat-dependent protein export in E. coli; actives 0.036% (n = 340,000); E. coli MC4100 TorA-mCherry Tat export, fluorescence; inhibition, % at 10 µM; AID 488895;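 active = mean replicate inhibition at least 50% and at least half of replicates individually reaching 50%; inconclusive = only one of the two criteria met; inactive = neither criterion met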;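 note: exported cargo escapes ClpAP degradation while cytoplasmic cargo is degraded and loses fluorescence; 0% = median of neutral control wells and 100% = median of NaSCN control wells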
AddAB inh = less growth of phage-infected E. coli with AddAB | actives 0.29% (n = 330,000) | E. coli expressing H. pylori AddAB, absorbance growth | AID 435030 | inhibition, % at 11.9 µM; in the data active = inhibition above about 12%;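 note: 0% = vehicle wells of infected cells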
E coli growth = counter-screen for AddAB inhibitors: E. coli growth inhibition; E. coli V3065 growth, OD600 absorbance, 18 h; AID 449728; actives 0.27% (n = 330,000); inhibition, % at 11.9 µM;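 active = inhibition above the campaign's mean inhibition across all tested compounds plus 3 SD, cut at about 9.9% in these data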;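 note: uninfected addAB+ strain grown without phage in ampicillin broth; 0% = DMSO wells and 100% = ciprofloxacin 0.95 µg/ml wells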
PvdQ inh = blocks Pseudomonas aeruginosa PvdQ acylase activity; purified PvdQ acylase, fluorescence plate reader; inhibition, % at 10 µM; AID 488965; actives 0.063% (n = 340,000); in the data active = inhibition above about 30%, passing the limit was not always enough; inconclusive = no clear call, values can overlap the other calls;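 note: 0% = vehicle neutral wells and 100% = reference inhibitor wells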
DAGLB inhibitor = blocks human DAGLB lipase activity; Q8NCG7; HEK293T DAGLB membrane lysate, EnzChek fluorogenic substrate; inhibition, % at 5.17 µM; actives 0.059% (n = 340,000); in the data active = inhibition above about 34%;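 note: 0% = enzyme with vehicle and 100% = wells lacking enzyme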
Target sequence (Q8NCG7 whole entry, looked up): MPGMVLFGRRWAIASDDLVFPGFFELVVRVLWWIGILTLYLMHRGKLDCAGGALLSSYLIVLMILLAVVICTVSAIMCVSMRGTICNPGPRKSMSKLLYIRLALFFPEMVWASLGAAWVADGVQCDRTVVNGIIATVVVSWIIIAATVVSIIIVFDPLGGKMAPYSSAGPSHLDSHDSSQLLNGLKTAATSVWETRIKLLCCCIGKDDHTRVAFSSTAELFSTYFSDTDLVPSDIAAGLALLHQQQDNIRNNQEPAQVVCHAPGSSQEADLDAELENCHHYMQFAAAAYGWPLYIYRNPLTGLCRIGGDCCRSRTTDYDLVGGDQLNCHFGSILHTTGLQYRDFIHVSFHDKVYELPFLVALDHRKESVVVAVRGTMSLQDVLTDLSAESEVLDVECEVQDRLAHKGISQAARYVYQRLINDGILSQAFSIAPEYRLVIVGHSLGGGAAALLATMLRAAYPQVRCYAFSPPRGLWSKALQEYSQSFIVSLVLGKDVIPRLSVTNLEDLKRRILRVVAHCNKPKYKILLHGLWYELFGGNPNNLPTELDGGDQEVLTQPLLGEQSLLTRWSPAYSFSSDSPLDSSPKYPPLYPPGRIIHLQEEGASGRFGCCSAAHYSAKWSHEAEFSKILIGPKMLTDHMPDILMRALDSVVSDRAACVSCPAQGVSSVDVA
CAL PDZ inh = blocks peptide binding to human CAL PDZ domain; purified CAL PDZ, TMR-peptide fluorescence polarization, 1 h; Q9HD26; inhibition, % at 20 µM; AID 504414; actives 0.02% (n = 330,000);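 active = highest replicate inhibition of at least 40%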;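 note: plate controls were DMSO neutral control wells for no effect and unlabeled competitor peptide control wells for full effect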
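Material – purified CerCALP PDZ construct · Detection – FP readout, S and P plane fluorescence · Measure – percent inhibition from loss of millipolarization · Controls – unlabelled peptide for full inhibition, DMSO wells as neutral · Probe or stimulus – TMR-labelled reporter peptide T*-PRC34 bound in PDZ groove · Times – 1 h at RT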
phage Ecoli inh = E. coli growth loss with phage present | actives 0.26% (n = 360,000) | growth absorbance | inhibition, % at 11.9 µM; in the data active = inhibition above about 11%
Rtt109 Vps75 = C. albicans Rtt109 histone acetyltransferase inhibition. Q5AAJ8. purified Rtt109/Vps75, ThioGlo CoA-SH fluorescence, 4 h. inhibition, % at 34.9 µM. actives 0.16% (n = 330,000). AID 540336;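 active = inhibition of at least 50% in every replicate; inconclusive = best replicate reaches 50% inhibition but some replicates fall short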
Target sequence (Q5AAJ8 whole entry, looked up): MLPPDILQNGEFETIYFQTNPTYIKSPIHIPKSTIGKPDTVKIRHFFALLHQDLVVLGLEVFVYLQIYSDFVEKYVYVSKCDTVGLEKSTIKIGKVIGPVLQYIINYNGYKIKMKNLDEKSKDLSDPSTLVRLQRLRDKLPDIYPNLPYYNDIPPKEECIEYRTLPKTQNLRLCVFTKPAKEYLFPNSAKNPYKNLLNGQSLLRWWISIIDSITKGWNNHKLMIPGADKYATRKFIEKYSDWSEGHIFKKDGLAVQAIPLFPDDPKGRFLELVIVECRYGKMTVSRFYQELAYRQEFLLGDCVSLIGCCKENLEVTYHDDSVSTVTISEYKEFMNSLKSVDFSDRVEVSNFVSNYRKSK
PfHsp90 set2 = reduces growth (ATP signal) of yeast expressing P. falciparum Hsp90; inhibition, % at 9.4 µM; AID 504621; S. cerevisiae expressing PfHsp90, BacTiter-Glo ATP, 48 h; yeast lacking PDR1 and PDR3 efflux regulators; actives 0.32% (n = 310,000);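 active = every replicate shows inhibition above about 80%, whatever the replicate mean, limit read from the data; inconclusive = mean inhibition reaches the set limit but some replicate falls short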;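 note: 0% = DMSO neutral controls and 100% = 20 µM radicicol positive controls; yeast relying on Plasmodium falciparum Hsp90 in place of its own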
Wnt bcat act = activators of Wnt/beta-catenin signaling | Wnt/beta-catenin reporter cell assay, activator, plate reader | activation, % at 9.35 µM | actives 1.2% (n = 300,000) | AID 743398; in the data active = activation above about 30%, passing the limit was not always enough; inconclusive = no clear call, values can overlap the other calls;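 note: 0% = neutral control wells and 100% = positive control wells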
* = called active by the depositor; ? = inconclusive; . = not tested or not shown; & = joins results of further samples; ! = not active in a repeat.

smiles,Tat transport,AddAB inh,E coli growth,PvdQ inh,DAGLB inhibitor,CAL PDZ inh,phage Ecoli inh,Rtt109 Vps75,PfHsp90 set2,Wnt bcat act
O=C(NCc1ccc2c(c1)OCO2)C1CCC(=O)N1C1CCCCC1 (stereo unspecified),-1,0.8,1.3,-6,3,-1.4,3.0,4,-7,3
COC(=O)CN(c1ccc(C)c(Cl)c1)S(C)(=O)=O,-3,-1.9,-3.7,-11,-2,-0.5,3.0,-8,73,-5
COc1ccccc1C(=O)NCCC(=O)NCCOc1ccccc1,-10,-2.6,-0.4,-7,2,0.2,0.4,-6,1,-1
CCCCn1c(N)c(N(CCOC)C(=O)c2ccc(OCc3c(C)noc3C)cc2)c(=O)[nH]c1=O,1,-0.4,-0.1,-12,1,-0.6,0.7,2,-30,-4
Cc1ccc(-c2nnc(-n3nc(C)cc3C)c3ccccc23)cc1,-8,3.6,4.6,-5,-3,-1.6,3.2,2,12,-6
C/C(=N/NC(=O)c1cccnc1)C1=C(O)CC(C)(C)CC1=O,0,3.9,-1.1,-1,-1,-1.6,3.6,6,-24,2
COc1ccc(C2c3sc(=O)[nH]c3SC3C4CCC(C4)C23)cc1OC (stereo unspecified),2,1.1,-1.4,-13,-1,-0.8,2.5,?,.,.
C[C@H]1CN(S(=O)(=O)c2ccc3c(c2)OCCO3)CCN1S(=O)(=O)c1c(F)cccc1F,0,-0.4,0.4,-23,-9,-1.7,2.7,0,5,0
O=C(N=C1SC2CS(=O)(=O)CC2N1c1ccc(F)cc1)C1CCCCC1 (stereo unspecified),0,0.1,-0.7,-8,-2,-1.6,1.2,-2,4,2
CN1CCN(CCCc2c3c(cc4c2CCC4)CCC3)CC1,-3,1.0,-1.7,-1,-2,-0.2,4.9,-11,6,-2
COc1ccc(CNC(=O)[C@@H](C)NC(=O)C2CCN(C(=O)[C@@H](N)CCSC)CC2)cc1,-2,3.7,0.0,-3,1,0.6,5.5,-1,8,1
Cc1cc(Cl)ccc1NC(=S)NC(C)(C)C,6,0.9,1.1,-10,4,0.4,1.4,-4,-1,-3
O=C(NCc1ccco1)C(=O)c1cn(CC(=O)N2CCCCC2)c2ccccc12,10,1.7,-0.2,-6,-1,-0.8,-1.0,-2,0,-1
CCOC(=O)NC(=O)COC(=O)CCCSc1nc2ccccc2s1,-10,-2.1,-3.7,-8,-3,71*,2.3,1,-29,0
O=C(COc1ccccc1)Nc1sc2c(c1C(=O)NCc1cccnc1)CCCC2,-6,2.3,-1.4,-3,-1,-2.5,3.4,12,1,.
Nc1nc(CN2CCN(c3cccc(Cl)c3)CC2)nc(N2CCCc3ccccc32)n1,2,-0.9,-3.8,-17,-2,-0.6,2.3,-4,17,.
O=S(=O)(c1ccc(N=C2NN=C(c3cc(F)ccc3F)CS2)cc1)N1CCOCC1,-8,.,.,-32,.,-1.3,4.1,1,-58,-1
Cc1ccc(N(C)S(=O)(=O)c2cccc(C(=O)Oc3ccc4c(C)cc(=O)oc4c3)c2)cc1,-10,1.8,0.5,-16,1,0.2,3.8,-2,-3,-1
COc1cc2c(cc1OC)CN(C(=O)CSc1ccc(F)cc1)CC2,2,2.0,1.6,-6,-2,-0.3,2.9,-2,-6,-4
CSc1ccccc1NC(=O)Nc1cccc(Cl)c1C,-14,5.7,2.2,12,-1,-1.1,3.3,.,-20,0
COc1ccc(-c2cc3c(=O)n(CC(=O)NCc4ccccc4OC)ncn3n2)cc1,-2,1.3,-0.9,-20,3,-1.5,2.4,-3,-25,1
CN(CC(=O)Nc1ccccc1C(F)(F)F)C(=O)c1cc2c(s1)CCCCC2,2,0.3,1.9,6,-5,-2.8,0.4,11,.,1
NC(N)=N/N=C/c1c(Cl)cccc1Cl,3&-1,5.8&9.8,12*!,-3&-9,4&3,-1.6&-1.5,6.9&4.3,0&-3,-19&-4,-1&-1
CCOC(=O)C1CCN(C(=S)Nc2ccc(CC)cc2)CC1,10,1.1,-2.5,1,-4,0.9,1.2,12,-19,28
COCCNC(=O)c1cccc(OC2CCN(Cc3ccc(C(=O)OC)cc3)CC2)c1,-12,0.7,2.9,-13,-1,0.8,0.4,-2,9,-4
Cc1ccc(N(Cc2ccc(C(=O)Nc3ccccc3C(=O)NCc3ccco3)cc2)S(C)(=O)=O)cc1C,9,1.6,-1.2,1,0,-1.0,.,1,6,-4
C=CC[C@@H](CC(=O)NCCO)C(=O)N[C@@H](C)COC(=O)[C@@H](CC=C)Cc1ccc(F)cc1,-2,-0.6,-2.8,-11,0,0.2,2.2,-13,20,0
Cc1cc(C)cc(N(C(=O)c2csnn2)C(C(=O)NC2CCCCC2)c2ccccn2)c1 (stereo unspecified),2,-0.5,-2.8,-27,3,-2.2,-0.6,11,-23,1
O=[N+]([O-])c1ccc(NC(=S)NCc2ccc(F)cc2)cc1,-18,7.6,7.9,-4,-2,-0.1,7.0,23,-2,0
CCOC(=O)C1CCCN(C(=O)CS(=O)(=O)Cc2ccccc2)C1 (stereo unspecified),-4,1.6,-1.4,0,-1,-0.4,0.1,8,23,.
CC12CN(NC(=O)c3ccc(Cl)cc3)C3(C#N)CC1CCC23C (stereo unspecified),-5,-0.5,1.4,-10,2,-0.3,3.6,-2,13,0
CC[C@@H]1C(c2ccc(F)cc2)=NN(c2ccc(Br)cc2)[C@H]1C(=O)N1CCOC1=O,-2,0.2,1.2,-7,-2,-0.6,3.7,5,-27,-5
S=C1Nc2cc(Cl)ccc2Sc2ccccc21,-2,-7.1,-2.6,-7,-3,-2.4,-2.4,2,-1,-12
CCOc1ccc(C)cc1S(=O)(=O)N1CCCCC1,2,1.7,3.0,-13,0,-0.2,2.4,-22,.,-5
CC(C)(C)C(=O)CN1CCN(S(=O)(=O)c2ccc(F)cc2)CC1,-2,2.9,0.4,-9,-1,0.1,3.0,-16,-2,.
O=C(CC(NC(=O)OCc1ccccc1)C(=O)O)OCc1ccccc1 (stereo unspecified),1,0.2,-1.3,-20,0,-0.1,4.1,3,-2,0
O=C(Cc1cccs1)Nc1ccc(C(=O)O)cc1,-2,0.4,-1.9,-21,1,.,0.9,-3,3,-3
CC[C@]12C(=O)N(C)C[C@H]([C@@H]3C(=O)N(C)C(=O)[C@@H]31)N2C(=O)c1ccc(C)cc1,-4,.,.,-6,-2,-0.2,1.3,-2,-6,-2
COc1ccccc1NS(=O)(=O)c1ccc(C(=O)NCc2ccncc2)cc1,-2,-1.3,-1.9,-19,-1,-0.7,-0.1,1,25,-1
COc1ccc(NC(=O)NC2CCCCCCC2)c(OC)c1,-1,.,.,-13,-1,-0.7,.,1,4,.
COc1cccc(C(=O)Nc2ccc(C(=O)c3ccncc3)cc2)c1,9,0.5,-0.3,-8,1,-0.1,0.2,-3,5,-2
CCCn1c(NCc2ccccc2NS(=O)(=O)c2ccc(C)cc2)nc2ccccc21,0,4.2,-0.2,-11,-6,-0.5,4.0,-3,-155,-2
COc1ccc(NC2=C(NC(C)=O)C(=O)c3ccccc3C2=O)cc1,-11,0.3,-4.1,-9,1,-0.7,-0.9,-4,1,4
OCCc1ccc(O)c(-n2nc3ccccc3n2)c1,-3,0.9,0.9,-9,-2,-2.3,-0.5,3,9,12
CC(=O)NCCCC(=O)NNC1CC(=O)N(c2cccc(Cl)c2)C1=O (stereo unspecified),.,2.9,-1.3,.,.,.,0.8,.,.,1
COc1cc(NC(=S)N2CCN(CCO)CC2)c(OC)cc1Cl,6,-0.5,-1.3,0,0,-2.6,3.9,.,-19,1
CCC1CCC(C(=O)NNC(=O)OC)CC1 (stereo unspecified),-2,0.3,-0.3,-8,0,-3.0,1.2,7,13,.
CCOC(=O)COc1ncn(-c2ccccc2)n1,1,1.9,2.2,-2,1,0.3,-0.6,6,5,.
CCOC(=O)N1CCN(C(=O)CSc2nc3nc(C)cc(C)n3n2)CC1,-1,-3.9,-2.3,-28,-1,-0.3,0.9,3,.,0
O=C1CSC(c2ccccc2F)N1c1ccccc1 (stereo unspecified),2,0.8,-0.7,-5,-4,-3.2,1.3,-9,.,.
CC(C)=CC1C(C(=O)NCCc2ccccc2)C1(C)C (stereo unspecified),7,3.4,-0.5,-2,-4,-0.7,-0.5,7,-7,-2
Cc1nn(C2CCS(=O)(=O)C2)c(Cl)c1/C=C/C(=O)OCC(=O)c1c[nH]c2ccccc12 (stereo unspecified),-13,6.7,1.6,6,-3,-4.3,8.1,3,6,-1
COc1ccc(/C=C/c2cc(-c3ccc(C)cc3)o[n+]2C)cc1,-5,-1.9,-1.1,1,4,-2.6,-0.8,-10,-26,.
COc1ccc2oc(=O)c(-c3nc(C)cs3)cc2c1,2,-3.5,-2.5,-3,-1,-3.3,1.4,1,4,?
CCCSC1=C(C#N)C(c2ccc(O)c(OC)c2)CC(=O)N1 (stereo unspecified),-1,1.8,-1.9,-10,2,-0.4,5.7,5,-1,-2
O=C(Cn1cc(/C=N/NC(=O)c2cccc3ccccc23)c2ccccc21)Nc1ccc(F)cc1,10,2.6,0.7,0,2,-0.6,4.6,-23,-3,4
Cc1ccnc(NC(=O)c2cccc(NS(=O)(=O)c3ccccc3C)c2)c1,1,.,.,-9,-1,-1.9,3.7,-5,-12,.
CC1=C(C(=O)Nc2cccnc2)C(c2cccnc2)n2ncnc2N1 (stereo unspecified),1,2.4,-3.1,-1,2,-1.9,-2.7,-1,-25,.
CC(=O)c1ccc(-c2nnc(CCC(=O)N3CCCC(C(=O)CC(C)C)C3)o2)s1 (stereo unspecified),8,0.2,1.4,-8,-6,-1.1,1.4,-2,22,-1
Cc1cc[n+](-c2nc3ccccc3nc2[N-]S(=O)(=O)c2ccccc2)cc1,-7,1.0,0.2,1,1,-2.8,4.0,35,1,1

More compounds follow.
smiles,Tat transport,AddAB inh,E coli growth,PvdQ inh,DAGLB inhibitor,CAL PDZ inh,phage Ecoli inh,Rtt109 Vps75,PfHsp90 set2,Wnt bcat act
COC(=O)C1=C(N)N(c2ccccc2F)C2=C(C(=O)CC(C)(C)C2)C1c1ccc(OC)c(OC)c1 (stereo unspecified),-3,1.0,-1.4,5,2,-0.9,3.6,12,7,.
COc1cc(C=O)ccc1Oc1nnnn1-c1ccccc1,1,2.8,3.0,-16,-3,0.5,1.5,-2,2,-4
Cc1ccc(NC(=O)CCc2ccc(S(=O)(=O)N3CCOCC3)cc2)c(Cl)c1,-2,-0.7,0.6,7,-2,-1.0,4.3,1,12,-1
CC(=O)Nc1ccc(Nc2cc(C)nc3c(-c4ccc(Cl)cc4)cnn23)cc1,0,4.2,-2.4,-14,0,-1.0,0.0,-10,3,17
CCOC(=O)CNC(=S)N(CCCN1CCN(C)CC1)Cc1cccs1,0,2.0,3.6,11,3,0.1,0.2,2,-3,7
